RAD54 branch: inhibitors of human RAD54 branch migration, primary screen, biochemical, fluorescence, single point. RAD54 Holliday junction branch migration, FAM/BHQ fluorescence. inhibition, % at 10.4 µM. hit rate 0.14% among 360,000. AID 602329, 2012;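 active = mean normalized replicate activity at least 40 and at least half of replicates scoring 40 or more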;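 also: 0% = median of neutral control wells and 100% = median of positive control wells; inhibitors cause a drop in the FAM fluorescence signal; in these data hits start at about 50%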
Target sequence (Q92698 whole entry, looked up): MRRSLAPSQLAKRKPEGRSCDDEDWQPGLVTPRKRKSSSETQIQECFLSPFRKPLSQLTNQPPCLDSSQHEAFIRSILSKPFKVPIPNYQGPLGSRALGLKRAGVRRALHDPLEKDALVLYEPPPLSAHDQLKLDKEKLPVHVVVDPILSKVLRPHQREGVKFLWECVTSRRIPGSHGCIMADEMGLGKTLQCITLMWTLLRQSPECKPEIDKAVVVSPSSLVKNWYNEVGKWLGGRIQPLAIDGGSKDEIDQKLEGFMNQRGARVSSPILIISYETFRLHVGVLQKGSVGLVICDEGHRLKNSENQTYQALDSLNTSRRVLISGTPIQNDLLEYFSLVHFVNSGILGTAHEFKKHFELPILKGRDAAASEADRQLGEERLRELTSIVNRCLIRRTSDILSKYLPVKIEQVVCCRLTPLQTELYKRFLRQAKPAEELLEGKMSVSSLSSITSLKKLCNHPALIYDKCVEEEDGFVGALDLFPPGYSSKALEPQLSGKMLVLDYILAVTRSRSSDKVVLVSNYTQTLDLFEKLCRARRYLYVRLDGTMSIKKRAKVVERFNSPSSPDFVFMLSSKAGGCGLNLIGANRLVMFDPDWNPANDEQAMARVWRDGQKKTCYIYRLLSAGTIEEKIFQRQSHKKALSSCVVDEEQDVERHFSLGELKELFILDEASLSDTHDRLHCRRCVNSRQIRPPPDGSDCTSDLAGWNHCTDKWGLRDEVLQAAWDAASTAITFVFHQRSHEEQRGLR
E-sel inducer: E-selectin induction in HUVECs, primary screen, imaging, HUVEC, immunofluorescence imaging, single point | normalized: neutral wells 0, TNF-alpha wells 100 | activation, % at 7.58 µM | hit rate 0.37% among 260,000 | AID 686992, 2013;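 active = mean E-selectin-positive cell signal at least 10% of the positive control, reached in at least 60% of replicates, without over 20% cell loss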;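 also: in these data hits start at about 27%; measured in HUVEC primary endothelial cells; signal is the percent of cells scored E-selectin positive by PE staining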
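assay system = HUVEC, human umbilical vein endothelial cells | input = 3,000 HUVEC seeded per well | medium = EGM-2 growth medium on 0.1% gelatin-coated wells | dosing = one compound dose added by pin transfer | signal = immunofluorescence imaging | read-out basis = % PE-positive cells | control set = TNF-alpha, DMSO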
Xi reactivation: activators of inactive X chromosome reactivation, primary screen, imaging, XiGFP fibroblasts, GFP high-content imaging, set 2; XiGFP mouse fibroblasts, % GFP-positive cells imaging, 3 d; cells co-treated with 5-aza-dC sensitizer; scaled so ellipticine positive control = 100%; activation, % at 7.58 µM; hit rate 0.055% among 360,000; AID 743238, 2013;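 active = mean normalized replicate activation at least 10% and every replicate at or above 10%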;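 also: 0% = median of on-plate neutral control wells and 100% = ellipticine 6 µM median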
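Assay system: SV40-immortalized XiGFP fibroblast cells, line 68-5-11; buffer or medium: DMEM plus 5-aza-dC sensitizer; compound: one concentration, pinned; timing: compounds 3 days, fix/stain 15 min at room temperature; benchmarks: positive control ellipticine, 6 µM final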
An asterisk follows results filed as active. A portion of the library. The share of hits here may be higher or lower than overall.

cpd | canonical_smiles | RAD54 branch | E-sel inducer | Xi reactivation
1 | CCN(c1ccccc1)S(=O)(=O)c1ccc(Cl)c(NC(=O)CSc2nncs2)c1 | -8.1 | -0.1 | 0.0
2 | COc1ccc(NC(=O)COC(=O)/C=C/C(=O)OCC(=O)Nc2ccc(OC)c(Cl)c2)cc1Cl | 6.8 | 0.0 | 0.2
3 | CCCN(CC(=O)Nc1ccc(C)cc1Br)CC(=O)Nc1ccc(F)c(F)c1F | -12.7 | 0.0 | -0.1
4 | O=C(CSc1ccc(Cl)cc1)Nc1ccc(-c2nc3ccccc3[nH]2)cc1 | -0.3 | -0.1 | 0.0
5 | COc1ccc(NC(=O)c2cc(S(=O)(=O)NCC3COc4ccccc4O3)ccc2F)cc1 (centres undefined) | -2.9 | -0.1 | 0.0
6 | Cc1cc(C)n2nc(N)c(N=Nc3ccc4c(c3)OCO4)c2n1 | 10.6 | -2.8 | 0.1
7 | C=CCNC(=O)c1ccccc1NC(=O)Cc1ccccc1[N+](=O)[O-] | 1.2 | 1.4 | -0.2
8 | COc1ccc(Cc2nc3c4c(ncn3n2)Oc2ccc3ccccc3c2C4c2ccc(OC)c(OC)c2)cc1 (centres undefined) | 1.3 | 0.1 | 0.3
9 | COc1ccc(NC(=O)CSc2nnc(Cn3cnc([N+](=O)[O-])n3)n2C)cc1 | 1.6 | 0.1 | 0.0
10 | CC(NC(=O)c1ccc(Br)cc1)c1ccccc1 (centres undefined) | 6.0 | -0.3 | 0.1
11 | OCCCCNCc1ccc(OCc2ccccc2)cc1 | 16.5 | -0.2 | 0.0
12 | O=C(Nc1ccccc1)N1CCCCN2[C@@H](CO)[C@@H](c3ccc(C#Cc4cccnc4)cc3)[C@@H]2C1 | -4.2 | -0.2 | 0.2
13 | CSc1ccccc1OC1CCN(Cc2ccccc2)CC1 | 1.3 | -0.2 | -0.2
14 | O=C(c1cccnc1)N1CCCCN2[C@H](CO)[C@H](c3ccc(C#Cc4cccnc4)cc3)[C@H]2C1 | 0.4 | -0.1 | 0.2
15 | CCSc1nnc(NC(=O)CSc2nnc(CNC(=O)c3cc(OC)c(OC)c(OC)c3)o2)s1 | 3.9 | 0.7 | 0.0
16 | CCN(CC)S(=O)(=O)c1ccc(Cl)c(NC(=O)CSc2nnc(-c3cccs3)o2)c1 | -1.4 | -1.7 | 0.1
17 | Cn1c(Cn2cnc([N+](=O)[O-])n2)nnc1SCC(=O)Nc1cccc(Cl)c1 | 5.1 | 3.2 | 0.1
18 | CCOC(=O)N1CCN(S(=O)(=O)c2ccc(C(=O)Nc3nnc(CC)o3)cc2)CC1 | 2.4 | -0.7 | 0.0
19 | O=S(=O)(c1ccccc1)N1CCCCN2[C@H](CO)[C@H](c3ccc(C#Cc4ccccc4)cc3)[C@H]2C1 | -7.2 | 0.2 | 0.0
20 | O=C(Nc1cccc(F)c1)N1CCCCN2[C@H](CO)[C@@H](c3ccc(C#CC4CC4)cc3)[C@@H]2C1 | -2.3 | -0.7 | 0.1
21 | COc1ccc(CCN(Cc2cccs2)S(=O)(=O)c2ccc(S(=O)(=O)N3CCC(C)CC3)cc2)cc1OC | 5.1 | 0.1 | 0.1
22 | Cc1c(CN(C)C(=O)c2nn(C)cc2[N+](=O)[O-])cnn1C | -6.4 | -0.3 | 0.4
23 | O=[N+]([O-])c1ccc2nnn(O)c2c1 | -3.2 | -0.1 | -0.1
24 | COCC#Cc1ccc([C@H]2[C@@H](CO)N3CCCCN(C(=O)CN(C)C)C[C@H]23)cc1 | 0.9 | -0.2 | 0.0
25 | Cc1ccc(S(=O)(=O)N(C)C)cc1-n1c(SCC(=O)Nc2ccc(F)cc2Cl)nc2ccccc2c1=O | -8.4 | 0.2 | 0.1
26 | Cc1ccc(-n2c(=O)c3c(n4cnnc24)-c2ccccc2CC32CCCCC2)cc1 | 5.5 | -0.1 | 0.1
27 | Cc1cc(=O)oc2cc(OCCSc3nnc(-c4ccccc4)o3)ccc12 | 7.3 | -0.1 | 0.0
28 | O=C(NCc1ccccc1F)c1ccc(S(=O)(=O)Nc2cccc(C(F)(F)F)c2)cc1 | -3.5 | -0.1 | -0.1
29 | Cc1cc(C)nc(N/C(=N\S(=O)(=O)Cc2ccccc2)Nc2ccccc2Br)n1 | -14.5 | -0.1 | 0.0
30 | C/C(=N\Nc1nc(-c2ccccc2)cs1)c1cccs1 | 11.5 | -1.1 | -0.1
31 | CCc1nnc(NC(=O)C(CC)c2ccccc2)s1 (centres undefined) | 10.2 | 6.3 | 0.0
32 | C[C@@H](O)C#Cc1ccc([C@H]2[C@@H](CO)N3CCCCN(S(=O)(=O)c4ccccc4)C[C@H]23)cc1 | 10.0 | -0.1 | 0.0
33 | Cc1ccccc1/C=N/NC(=O)c1sccc1C | -2.7 | -0.3 | 0.2
34 | CCCCOc1ccc(C(C)NC(=O)C2CCCN(S(=O)(=O)CCC)C2)cc1 (centres undefined) | 3.7 | 0.7 | -0.1
35 | CC(C)[C@H](NC(=O)c1ccc(Cl)c([N+](=O)[O-])c1)C(=O)NCc1ccc(Cl)cc1Cl | -1.4 | 0.3 | -0.2
36 | Cn1c(=O)c2c(nc(N/N=C/c3cccs3)n2Cc2ccc(Br)cc2)n(C)c1=O | -15.5 | -0.1 | 0.0
37 | COc1ccccc1CNc1nc(S(=O)(=O)c2ccccc2)c(Cl)s1 | -0.9 | -0.2 | 1.3
38 | CN(CCC#N)C(=O)COC(=O)c1c2c(nc3ccccc13)/C(=C/c1ccco1)CC2 | -3.9 | -0.5 | 0.3
39 | CSc1ccc(/C=N/NC(=O)CN2CCN(Cc3ccc(C)cc3)CC2)cc1 | -9.6 | 0.2 | 0.0
40 | Cc1c(/C=N/NC(=O)CNc2ccccc2)c2ccccn2c1C(=O)c1ccc(Cl)cc1 | -9.0 | 0.2 | 0.0
41 | Cc1ccccc1NC(=O)c1c(Cl)nc(C)c(Cl)c1C | 1.0 | -0.2 | 0.2
42 | CS(=O)(=O)N(Cc1ccccc1)c1ccc(C(=O)NN=C2CCCCCC2)cc1 | 1.4 | 0.8 | -0.1
43 | O=C(N=Nc1c(O)n(Cc2ccccc2)c2ccccc12)c1ccc(O)cc1 | 0.2 | -0.1 | 0.2
44 | O=C(Nc1cccc(-c2cn3cccnc3n2)c1)c1cccs1 | 7.7 | 0.3 | 0.0
45 | O=C1/C(=C/c2ccc(C(=O)O)cc2)CCC/C1=C\c1ccc(C(=O)O)cc1 | -11.2 | -0.5 | 0.4
46 | Cc1ccc(C(=O)c2c[nH]c3c(F)cc(F)cc3c2=O)cc1 | 6.0 | -0.3 | 0.0
47 | COc1ccc(C(NC(=O)c2cccc(F)c2)c2ccccc2)cc1 (centres undefined) | -10.6 | -0.1 | 0.3
48 | CCN(CC)S(=O)(=O)c1cccc(C(=O)Nc2cc(C)nn2-c2ccccc2)c1 | 1.9 | -1.8 | 0.0
49 | Cn1c(N)c(C(=O)c2ccc(F)cc2F)c(=O)n(C)c1=O | -4.4 | 1.0 | -0.1
50 | O=C(NC(=S)Nc1ccc(CN2CCOCC2)cc1)c1cccc([N+](=O)[O-])c1 | -6.6 | -0.9 | 0.0

New compounds follow:
cpd | canonical_smiles | RAD54 branch | E-sel inducer | Xi reactivation
51 | Cc1ccc(N2C(=O)NC(NC(=O)c3ccc(Cl)cc3)(C(F)(F)F)C2=O)cc1 (centres undefined) | 7.7 | 8.3 | 0.0
52 | CCCCCCCCCNC(=O)[C@H](NC(=O)COc1ccccc1)[C@@H]1NC(C(=O)OC)C(C)(C)S1 (some centres undefined) | -5.0 | 1.0 | 0.2
53 | COc1ccc(CCNC(=O)c2ccc(CNS(=O)(=O)c3cccc(Cl)c3)cc2)cc1OC | 22.5 | 0.2 | 0.1
54 | COCCCNC(=S)N1CCN(C(=O)c2ccco2)CC1 | -5.9 | 0.8 | 0.0
55 | CC(C)N1C(=O)/C(=C\c2nc3ccccc3c(=O)n2-c2ccccc2)c2ccccc21 | 3.3 | 0.0 | 0.1
56 | CCOP(=O)(c1ccccc1)C(O)c1ccccc1 (centres undefined) | 9.8 | -0.1 | 2.1
57 | Cc1ccccc1NC(=S)NNC(=O)c1cccnc1 | -4.1 | 0.1 | 0.0
58 | CC(C)(C)C(=O)N1CCN(c2ccc([N+](=O)[O-])c(-n3nc(-c4ccccc4)c4ccccc4c3=O)c2)CC1 | 2.8 | 0.6 | 0.0
59 | COc1ccc2[nH]c(C)c(CCNc3ccc(C(F)(F)F)cc3[N+](=O)[O-])c2c1 | 4.6 | 0.8 | 0.7
60 | COc1ccc(CCNC(=O)CSCc2ccc(F)cc2)cc1OC | -12.7 | 0.0 | 0.0
61 | O=C(Nc1ncc(Cc2cccc(Cl)c2)s1)c1ccc([N+](=O)[O-])cc1 | -11.1 | 0.1 | -0.1
62 | COc1ccc(C(=O)NCCCCCC(=O)N/N=C/c2ccco2)cc1OC | -4.4 | -0.1 | 0.1
63 | O=C(CSc1nnc(-c2ccccc2)n1-c1ccc(Cl)cc1)N/N=C/c1ccco1 | -8.0 | 0.2 | 0.4
64 | O=C(CCNS(=O)(=O)c1c(Cl)cccc1Cl)OCC(=O)c1ccccc1F | 1.9 | -0.4 | 0.0
65 | CC(N)=Nc1ccc([N+](=O)[O-])cc1 | -2.1 | 0.4 | -0.1
66 | CCC(=O)Nc1ccc(C(=O)NNC(=O)C(c2ccccc2)c2ccccc2)cc1 | 4.1 | 0.2 | 0.1
67 | CC(=O)c1c(C)[nH]c(C(=O)OCC(=O)Nc2cc(S(=O)(=O)N3CCCCC3)ccc2C)c1C | 4.0 | -0.6 | 0.1
68 | COc1ccc(N2CCN(c3nc4c(c(=O)[nH]c(=O)n4C)n3Cc3cccc(C)c3)CC2)cc1 | 2.0 | 0.0 | 0.1
69 | COc1ccc(C(=O)CSc2nc3ccc([N+](=O)[O-])cc3[nH]2)cc1 | 10.1 | 0.3 | -0.1
70 | Nc1ccc2ncccc2c1N | 9.4 | 0.8 | -0.1
71 | Cc1ccc(NC(=S)NC2CCCC2)cc1C | 5.1 | -0.1 | -0.1
72 | O=C(Nc1ccc2nc(-c3ccco3)c(-c3ccco3)nc2c1)N1CCN(c2ccccn2)CC1 | -3.8 | 1.5 | 1.2
73 | CCOC(=O)C(NC(=O)Nc1ccc(O)cc1)(c1ccccc1)C(F)(F)F (centres undefined) | -17.6 | -0.2 | -0.2
74 | COc1ccc(/C=C/C(=O)OCC(=O)NCc2ccco2)cc1OC | 12.2 | 3.4 | 0.1
75 | COc1ccccc1NC(=O)C1=C(C)NC(=O)NC1c1cc(C)cs1 (centres undefined) | 8.7 | 0.0 | 0.0
76 | Cc1cccc(-n2c(C)cc(/C=N/NC(N)=S)c2C)c1 | 3.2 | 0.6 | 0.0

Among those listed so far, these have an aryl thioether with sulfur outside any ring:
cpd | canonical_smiles | RAD54 branch | E-sel inducer | Xi reactivation
1 | CCN(c1ccccc1)S(=O)(=O)c1ccc(Cl)c(NC(=O)CSc2nncs2)c1 | -8.1 | -0.1 | 0.0
4 | O=C(CSc1ccc(Cl)cc1)Nc1ccc(-c2nc3ccccc3[nH]2)cc1 | -0.3 | -0.1 | 0.0
9 | COc1ccc(NC(=O)CSc2nnc(Cn3cnc([N+](=O)[O-])n3)n2C)cc1 | 1.6 | 0.1 | 0.0
13 | CSc1ccccc1OC1CCN(Cc2ccccc2)CC1 | 1.3 | -0.2 | -0.2
15 | CCSc1nnc(NC(=O)CSc2nnc(CNC(=O)c3cc(OC)c(OC)c(OC)c3)o2)s1 | 3.9 | 0.7 | 0.0
16 | CCN(CC)S(=O)(=O)c1ccc(Cl)c(NC(=O)CSc2nnc(-c3cccs3)o2)c1 | -1.4 | -1.7 | 0.1
17 | Cn1c(Cn2cnc([N+](=O)[O-])n2)nnc1SCC(=O)Nc1cccc(Cl)c1 | 5.1 | 3.2 | 0.1
25 | Cc1ccc(S(=O)(=O)N(C)C)cc1-n1c(SCC(=O)Nc2ccc(F)cc2Cl)nc2ccccc2c1=O | -8.4 | 0.2 | 0.1
27 | Cc1cc(=O)oc2cc(OCCSc3nnc(-c4ccccc4)o3)ccc12 | 7.3 | -0.1 | 0.0
39 | CSc1ccc(/C=N/NC(=O)CN2CCN(Cc3ccc(C)cc3)CC2)cc1 | -9.6 | 0.2 | 0.0
63 | O=C(CSc1nnc(-c2ccccc2)n1-c1ccc(Cl)cc1)N/N=C/c1ccco1 | -8.0 | 0.2 | 0.4
69 | COc1ccc(C(=O)CSc2nc3ccc([N+](=O)[O-])cc3[nH]2)cc1 | 10.1 | 0.3 | -0.1

Screening data (PubChem)
